# From PubChem BioAssay
# T cell modulator – modulates CD8 T cell binding to vesicles. 2C CD8+ T cell-vesicle binding, flow cytometry; hits give low values. calls only at 7 µM. 330,000 compounds, 0.068% hits;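 active means response, share of CD8 T cells binding vesicles, and their 90th percentile fluorescence all below set limits, cut at about 80% in these data, passing the limit was not always enough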
#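 Incubation: binding step 1.5 h, 37 °C, antibody labelling 20 min, ice; system: murine 2C transgenic CD8+ T lymphocytes; technique: cytometric PE anti-B7-1 and Alexa647 anti-CD8 signals after 1% paraformaldehyde fixation; also added: QL9-charged Drosophila Ld/ICAM-1/B7-1 vesicles; control set: naked versus QL9-loaded vesicles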
# UTI89 phage lysis – protection from phage-mediated lysis, alamar blue read-out – E. coli UTI89, K1F phage, bacterial capsule biogenesis inhibitors (AID 488966) | E. coli UTI89 K1F phage lysis, alamar blue, 2 h; higher % means a stronger effect | inhibition, % at 100 µM; hits with a dose series show IC50 in µM | 340,000 compounds, 0.02% hits;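 active means phage lysis inhibition, versus mean bacterial control, above a set limit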;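 further: capsule biogenesis inhibitors block K1F phage lysis so surviving cells raise fluorescence; higher fluorescence means more inhibition of phage lysis; actives were called in the ten point dose series up to 300 µM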
# RSV CPE inhibition – inhibition of RSV-induced cytopathic effect – HEp-2 cells, primary 10 µM value included (AID 2391). 310,000 compounds, 0.13% hits. CPE inhibition, % at 10 µM, or IC50 in µM where a hit was titrated. HEp-2 cells, RSV-induced CPE inhibition; higher % means a stronger effect; in the data active means a potency from the dose series; further: strong numbers were not always called active
# TNAP activation fold – stimulation of alkaline phosphatase TNAP activity – biochemical, luminescent, no phosphate acceptor, uHTS, primary screen (AID 1001) | purified TNAP, luminescent activation assay, no phosphate acceptor; higher activation fold means a stronger effect | 200,000 compounds, 0.03% hits | activation fold at 20 µM; hits with a dose series show EC50 in µM; in the data active means activation fold from about 3, or a potency from the dose series; inactive means the rest, 99 in 100 with activation fold below about 1.6; further: many of its hits are not listed in these tables
# PMI inhibitors – inhibitors of human PMI, primary screen, biochemical, fluorescence intensity, coupled assay (AID 1209) | inhibition, % at 20 µM; hits with a dose series show IC50 in µM | purified PMI enzyme, coupled fluorescence intensity; higher % means a stronger effect | 190,000 compounds, 0.42% hits;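 further: plate controls were DMSO vehicle for no effect and wells lacking substrate for full effect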
# M17LAP inhibition – P. falciparum M17LAP inhibitors, primary screen, biochemical, fluorogenic H-Leu-NHMec substrate, 1536-well (AID 1619) | recombinant M17LAP, H-Leu-NHMec fluorogenic kinetic assay; higher % means a stronger effect | inhibition, % at 30 µM; hits with a dose series show IC50 in µM | 220,000 compounds, 0.38% hits;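 active means compound inhibiting the enzyme by more than half at any dose during confirmatory dose-response retesting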;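 further: plate controls were full reaction with DMSO carrier for no effect and no enzyme background for full effect; strong numbers were not always called active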
# PMI inhibition – human PMI inhibitors, high substrate, primary screen, biochemical, fluorescence intensity, high mannose 6-phosphate (AID 1220); recombinant PMI enzyme, coupled fluorescence intensity; higher % means a stronger effect; one-dose inhibition, % at 20 µM; IC50 in µM for titrated hits; 190,000 compounds, 0.66% hits
# M1AAP inhibition – P. falciparum M1AAP inhibitors, biochemical, fluorogenic H-Leu-NHMec substrate, 1536-well (AID 1445). recombinant M1AAP, H-Leu-NHMec fluorogenic kinetic assay; higher % means a stronger effect. one-dose inhibition, % at 30 µM; IC50 in µM for titrated hits. 220,000 compounds, 0.42% hits;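 active means primary inhibition above the hit cutoff, then over 50% inhibition at one or more dose response concentrations, cut at about 23% in these data, passing the limit was not always enough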;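 further: plate controls were DMSO full reaction for no effect and no enzyme background for full effect; strong numbers were not always called active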
# West Nile virus CPE – West Nile virus antiviral activity, cell-based, CPE readout (AID 1621) | West Nile virus-infected cells, CPE inhibition; higher % means a stronger effect | CPE inhibition, % at 10 µM; hits with a dose series show IC50 in µM | 290,000 compounds, 0.02% hits; in the data active means a potency from the dose series; further: strong numbers were not always called active
# T cell modulator vesicle-bound % – second read-out of T cell modulator, no call of its own (marks repeat the call); double positive events, %; measured here: CD8+ vesicle-bound cell fraction;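 binding gate set so that unloaded-vesicle control wells show 10% double positive cells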
# * hit, by the source's call; i = inactive; . = no result given; & = joins results of further samples; [ ] = remark or other dose. Unless noted, no stated cut-off is given here; in the data, active means inhibition above about 50%; inactive means the rest.
SMILES,T cell modulator,T cell modulator vesicle-bound %,UTI89 phage lysis,RSV CPE inhibition,TNAP activation fold,PMI inhibitors,M17LAP inhibition,PMI inhibition,M1AAP inhibition,West Nile virus CPE
O=C(CSc1nnc(-c2ccccc2)c(-c2ccccc2)n1)N1CCOCC1,i,16,-0.1%,-0.9%,1.1,12%,5%,2%,4%,-0.3%
Cc1oc2c(c1C(=O)NCc1cccnc1)C(=O)c1ccccc1C2=O,i,45,.,-2.0%,1.1,-68%,-2%,1%,4%,.
CCC(C)Sc1cc(C)c(C#N)c2nc3ccccc3n12 (stereo not drawn),i,33,4.1%,1.8%,1.1,15%,-2%,33%,11%,-1.0%
COc1ccc(C(=O)Nc2nc(N)n(-c3ccccc3)n2)cc1,i,50,1.0%[50 µM],0.7%,1.1,-16%,6%,0%,2%,0.3%
CCOC(=O)CCc1c(C)c2ccc(OCC(=O)OC(C)C)cc2oc1=O,i,32,0.0%,1.2%,1,14%,-4%,11%,8%,-0.1%
COc1ccc(-c2nc3ccccc3c(=O)n2CCOc2c(C)cccc2C)cc1,i,53,i,7.0%,1.1,8%,14%,2%,2%,-1.1%
COc1ccc2[nH]cc(CCNS(=O)(=O)c3ccc(F)cc3)c2c1,i,68,-0.1%,-0.4%,1.1,22%,1%,28%,3%,-0.5%
CC(OC(=O)c1ccccc1OCc1ccc(Cl)cc1)C(N)=O (stereo not drawn),i,43,-0.9%,4.8%,1.1,5%,4%,6%,-1%,-0.6%
NC(N)=N/N=C/c1c(Cl)cccc1Cl,i,64&63,-4.7%&-6.2%,5.1%&2.4%,1,-12%,6%&5%,-3%,-4%&-3%,-0.3%&-0.2%
Cn1c(C(=O)N2CCN(c3ccc([N+](=O)[O-])cc3)CC2)cc2c(=O)[nH]c3ccccc3c21,.,.,0.1%,.,1,2%,0%,0%,1%,-0.6%
COc1ccc(NC(=O)CSc2nnc(-c3ccoc3C)n2CC2CCCO2)cc1 (stereo not drawn),i,45,5.2%,1.4%,1.1,4%,10%,11%,-1%,-0.2%
COc1cc2[nH]c(C(=O)N3CC(C)OC(C)C3)cc2c(OC)c1OC (stereo not drawn),i,28,2.1%,1.3%,.,.,.,.,.,-1.1%
COc1ccc(/C=C2\SC(=S)N(CCCC(=O)Nc3ccccc3C(=O)O)C2=O)cc1OC,i,24,1.3%[50 µM],0.9%,.,.,.,.,.,0.3%
COc1cc(NC(=O)CCC(=O)OCCCC(F)(F)C(F)(F)F)nc(OC)n1,i,24,1.2%,1.1%,1.1,8%,20%,6%,4%,-0.1%
Cc1ccc(CSC2=NCCN2S(=O)(=O)c2ccccc2)cc1,i,55,-0.1%,19%,1,11%,-12%,7%,12%,0.6%
Cc1cc(C2CC(=O)Nc3ccccc3S2)c(C)s1 (stereo not drawn),i,49,2.5%,.,.,.,-11%,.,0%,-0.4%
COc1ccc(S(=O)(=O)N2CCC(C(=O)NC3CC(C)(C)NC(C)(C)C3)CC2)cc1,i,29,0.8%,0.3%,.,.,.,.,.,-0.1%
CSCCC(=O)N1CCN(CC(=O)N2CCCC2)CC1,i,22,-0.4%,1.5%,.,.,.,.,.,0.1%
COc1cc(/C=C/C(=O)OCC(=O)Nc2cc(S(=O)(=O)N3CCCCC3)ccc2C)ccc1O,i,36,-0.6%[50 µM],1.4%,1,10%,3%,12%,6%,0.4%
Cc1cc(-c2nc(C)c(C(=O)NNS(=O)(=O)c3ccc(Cl)cc3Cl)s2)no1,i,60,-0.5%,-0.1%,.,.,10%,.,13%,1.3%

# As a working copy, some entries already given:
SMILES,T cell modulator,T cell modulator vesicle-bound %,UTI89 phage lysis,RSV CPE inhibition,TNAP activation fold,PMI inhibitors,M17LAP inhibition,PMI inhibition,M1AAP inhibition,West Nile virus CPE
O=C(CSc1nnc(-c2ccccc2)c(-c2ccccc2)n1)N1CCOCC1,i,16,-0.1%,-0.9%,1.1,12%,5%,2%,4%,-0.3%
Cc1oc2c(c1C(=O)NCc1cccnc1)C(=O)c1ccccc1C2=O,i,45,.,-2.0%,1.1,-68%,-2%,1%,4%,.
CCC(C)Sc1cc(C)c(C#N)c2nc3ccccc3n12 (stereo not drawn),i,33,4.1%,1.8%,1.1,15%,-2%,33%,11%,-1.0%
COc1ccc(C(=O)Nc2nc(N)n(-c3ccccc3)n2)cc1,i,50,1.0%[50 µM],0.7%,1.1,-16%,6%,0%,2%,0.3%

# Additional results.
SMILES,T cell modulator,T cell modulator vesicle-bound %,UTI89 phage lysis,RSV CPE inhibition,TNAP activation fold,PMI inhibitors,M17LAP inhibition,PMI inhibition,M1AAP inhibition,West Nile virus CPE
CCOC(=O)C1CCCN(C(=O)c2cc(S(=O)(=O)Nc3ccccc3OC)ccc2C)C1 (stereo not drawn),i,55,0.0%,2.5%,.,.,4%,.,6%,0.4%
Fc1ccccc1CNc1ccc(Cl)c(Cl)c1,i,65,2.0%,7.1%,1,14%,2%,9%,4%,0.9%
COC(=O)c1[nH]c2ccc(C)cc2c1NC(=O)CN1CCC(C)CC1,i,9,0.6%,14%,1.1,19%,-1%,18%,6%,-0.8%
Cc1ccc(C(c2nnnn2Cc2cccs2)N2CCN(C(=O)c3ccco3)CC2)cc1 (stereo not drawn),i,65,3.9%,9.6%,1.1,6%,4%,3%,14%,2.0%
CC1CC(N(C(=O)C2CC2)c2ccccc2)c2ccccc2N1C(=O)C1CC1 (stereo not drawn),i,28,-0.7%,2.3%,1,-5%,-8%,-4%,-7%,-0.8%
C/C(=N\Nc1ccc2nncn2n1)c1cccs1,i,49,0.0%,11%,.,.,2%,.,5%,-0.1%
O=[N+]([O-])c1cccc(-c2nnc3c4ccccc4c4ccccc4n23)c1,i,27,-0.3%,3.2%,1.1,2%,-4%,-4%,-1%,1.1%
COc1ccc(N=C2NC(=O)/C(=C\C=C\c3ccco3)S2)cc1,.,.,-1.3%,.,0.9,-48%,-2%,-60%,13%,0.3%
CCCCn1c(=O)[nH]c(=O)c2c1nc(-c1ccc(OCCC)c(OCC)c1)n2CCOC,i,49,0.3%,3.3%,1,4%,8%,13%,3%,-0.5%
CCCCC(=O)Nc1ccc(NC(=O)c2ccc([N+](=O)[O-])cc2)cc1OC,i,38,-0.1%,1.9%,1,-5%,2%,-6%,1%,-0.3%
CC1CCN(C(=O)c2cc(Cl)nc3ccccc23)CC1,i,22,2.3%[50 µM],1.4%,1.1,1%,4%,-2%,11%,-0.3%
O=C(NCC(c1ccco1)N1CCCC1)c1sc2ccccc2c1Cl (stereo not drawn),i,25,0.4%,0.0%,.,.,.,.,.,0.1%
Cc1cc(C(F)(F)F)n2[nH]c(=O)c(N=Nc3ccccc3)c2n1,i,37,-0.4%,0.6%,0.9,-11%,-1%,-5%,10%,0.5%
C/C(=N\NC(=O)c1ccccc1C)c1cccnc1,i,11,0.0%,-0.6%,.,.,.,.,.,0.0%
CCC(C)(C(=O)NC1CCCC1)N(C(=O)c1cnccn1)c1c(C)n(C)n(-c2ccccc2)c1=O (stereo not drawn),i,59,6.5%,0.8%,1.1,4%,15%,5%,10%,0.0%
CC(=O)NC(C)c1nc2ccccc2n1CC(=O)N1C(C)CCCC1C (stereo not drawn),i,25,0.1%,-0.2%,1.1,9%,0%,13%,4%,0.4%
O=c1c2ccccc2nc(SCc2cccc(F)c2)n1-c1cccc(S(=O)(=O)N2CCCC2)c1,i,49,0.8%,20%,1.2,2%,7%,8%,2%,-2.1%
O=C(c1ccco1)N1CCN(C(c2ccccc2F)c2nnnn2Cc2cccs2)CC1 (stereo not drawn),i,35,-0.7%,3.6%,1.1,14%,3%,-4%,8%,0.6%
Cc1ccc(NC(=S)N2CCC(c3nc4ccccc4s3)CC2)cc1,i,31,2.9%,14%,1.2,10%,-1%,10%,-5%,-0.2%
Cc1cc(C(=O)CSc2nc3ccccc3c(=O)[nH]2)c(C)n1C,i,63,2.1%,0.3%,1.1,14%,12%,12%,22%,-0.6%
COc1ccc(NC(=O)c2nc[nH]c2C(=O)N2CCC(C)CC2)cc1,i,31,1.3%,3.2%,.,.,2%,.,3%,0.3%
Cc1ccc(S(=O)(=O)Nc2nc3ccccc3nc2NCc2ccc3c(c2)OCO3)cc1C,i,13,3.7%[50 µM],1.9%,1.1,-2%,-7%,-6%,7%,-0.4%
CCCOc1ccc(CSC(=N)N)cc1C(=O)OC,i,43,0.3%,4.1%,.,.,6%,.,1%,-0.5%
Cc1ccc(/C=N/NC(=O)Cn2nnc(N)n2)o1,i,28,.,.,.,.,2%,.,2%,0.3%
COc1ccc(NC(C)=O)cc1NC(=O)c1ccc(C#N)cc1,i,50,-0.3%,-0.6%,1.2,-24%,13%,-14%,3%,0.6%
COc1ccccc1CCNC(=O)C(=O)NCC1OCCN1S(=O)(=O)c1cccs1 (stereo not drawn),i,11,0.2%[50 µM],1.7%,.,.,.,.,.,-0.9%
COc1ccc(OC)c(-n2c(-c3cccc(O)c3)n[nH]c2=S)c1,i,40,0.3%,2.0%,0.9,11%,-14%,4%,2%,0.1%
COc1ccc(OC)c(NC(=O)CN(C)CC(=O)Nc2ccccc2Br)c1,i,20,4.7%,2.8%,1.3,-21%,-1%,-11%,-1%,-0.4%
COCC(=O)Nc1nc(-c2ccc(C)cc2)c(C)s1,i,30,-0.3%,3.4%,1.1,-5%,3%,0%,8%,-0.1%
COc1ccc(NC(=O)Cn2cnc3c(nnn3-c3ccc(C)cc3)c2=O)cc1,i,61,.,1.4%,1.1,-10%,-3%,-4%,4%,0.3%
O=C(CN1C(=O)c2ccccc2C1=O)Nc1ccc(S(=O)(=O)N2CCOCC2)cc1,i,36,-2.0%,1.0%,1,6%,-7%,6%,-3%,1.0%
CC(C)(C)c1ccc(C(=O)NCCC(=O)NCc2cccs2)cc1,i,21,0.3%,0.0%,.,.,.,.,.,0.2%
Cc1cc(C(=O)N2CCc3c([nH]c4ccccc34)C2c2c(F)cccc2Cl)no1 (stereo not drawn),i,64,-0.9%,18%,1.1,19%,-3%,15%,0%,-0.8%
CCC(C(=O)Nc1ccc2c(c1)OCCO2)c1ccccc1 (stereo not drawn),i,47,-0.1%,2.5%,1.2,-14%,-6%,-3%,1%,-0.1%
CC(=O)NCCn1c(SCC(=O)OCc2ccccc2)nc2ccccc2c1=O,i,29,0.1%,2.7%,1.1,2%,4%,6%,4%,0.0%
CC(C)Cc1nc2oc3c(N4CCN(C)CC4)ncnc3c2c2c1CCCC2,.,.,.,.,1,4%,3%,4%,3%,0.8%
O=S(=O)(Nc1ccncc1Cl)c1ccccc1,i,20,1.0%,-0.2%,1.2,-6%,22%,-8%,5%,-0.1%
COCCNC(=O)/C(=C/c1ccccc1Cl)c1ccccc1,i,49,7.0%,2.4%,1.1,-27%,12%,30%,7%,-0.5%
